Bioassay records from PubChem BioAssay.
ABCB6 inh 2 = human ABCB6 transporter inhibition | actives 0.19% (n = 360,000) | fluorescence ratio to DMSO, % at 10 µM | K562-ABCB6 porphyrin accumulation, flow cytometry, 1 h; active compounds read low | AID 602162;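 active = fluorescence ratio to DMSO below 75%, the collection mean minus 3 SD; inconclusive = too few cells collected in the well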;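 note: signal is porphyrin accumulated inside mitochondria; 100% equals median channel fluorescence of DMSO control wells; lower ratio means ABCB6 inhibition with less porphyrin fluorescence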
H9c2 protect = myocardial damage modulation in H9c2 cells | H9c2 cardiomyocytes, H2O2 injury protection, ATPLite, 2 h | protection from H2O2 cell death, % at 20 µM | actives 0.63% (n = 360,000);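 active = compounds giving at least 50% protection of heart cells from peroxide-induced death in the single-dose screen, raw or plate-pattern-corrected value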;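 note: 0% = DMSO wells with peroxide and 100% = DMSO wells without peroxide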
hiPSC survival = enhancers of human iPSC single-cell survival; hiPSC single-cell survival, ATPlite luminescence; 100% = ROCK inhibitor wells, 0% = DMSO; survival enhancement, % at 20 µM; actives 0.044% (n = 360,000); AID 602274; in the data active = survival enhancement above about 18%;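 note: cells exposed to compounds for 16 hours before the ATP read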
Exocytosis inh = lytic granule exocytosis inhibition; TALL-104 LAMP-1 surface exposure, flow cytometry; cells stimulated with thapsigargin and PMA; inhibition, % at 10 µM; actives 0.66% (n = 360,000);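 active = inhibition above about 55%, limit read from the data; inconclusive = no clear call, values can overlap the other calls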
aDG glyco act = alpha-DG glycosylation activation; Pro5-aDG cells, alpha-DG glycosylation AlphaScreen (IIH6); 0% Pro5, 100% B10-LARGE cell signal; activation, % at 10 µM; actives 0.22% (n = 360,000); AID 624168;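 active = activation of at least 8% versus controls, or a plate z-score of at least 8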;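 note: Pro5 are CHO cells carrying HIG-tagged alpha-DG that lacks glycosylation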
MC4R ag barr = activates human MC4R beta-arrestin recruitment; P32245; U2OS MC4R beta-arrestin complementation, luminescence; percent of melanotan II response, DMSO zero; activation, % at 8.9 µM; actives 0.98% (n = 360,000);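 active = activation above a per-plate cutoff, the mean activation of sample wells on that plate plus 3 SD, cut at about 8% in these data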
Target sequence (P32245 whole entry, looked up): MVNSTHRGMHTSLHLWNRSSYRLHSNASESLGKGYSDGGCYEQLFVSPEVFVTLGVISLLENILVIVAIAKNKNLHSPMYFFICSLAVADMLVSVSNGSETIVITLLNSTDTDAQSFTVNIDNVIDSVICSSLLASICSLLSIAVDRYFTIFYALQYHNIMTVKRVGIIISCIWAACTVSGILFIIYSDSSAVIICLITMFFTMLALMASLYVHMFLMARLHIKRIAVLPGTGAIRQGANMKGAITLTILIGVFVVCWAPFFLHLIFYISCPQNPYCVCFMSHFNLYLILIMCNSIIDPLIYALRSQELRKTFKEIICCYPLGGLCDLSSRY
ABHD5-PLIN5 inh = blocks binding of human ABHD5 to perilipin-5. Q00G26+Q8WTS1. Split G. princeps luciferase complementation, luminescence, 4 h. inhibition, % at 4 µM. actives 0.78% (n = 360,000). AID 602281;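 active = inhibition above the mean inhibition across every tested compound plus 3 SD, cut at about 22% in these data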;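 note: 0% = DMSO only wells and the 100% control is not disclosed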
MC4R antag cAMP = human MC4R antagonism in cAMP assay; P32245; MC4R-expressing cells, MTII-stimulated cAMP, LANCE TR-FRET; inhibition, % at 6.5 µM; actives 0.48% (n = 360,000); AID 540295;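 active = inhibition above its plate's cutoff, the mean of tested wells on that plate plus 3 SD, cut at about 29% in these data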;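 note: 0% = Melanotan II alone and 100% = Melanotan II plus saturating MCL0020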
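System: U2OS-MC4R stable cell line; Technique: Eu-cAMP/anti-cAMP TR-FRET, emission 671 nm; Repeats: single well per compound; Also added: Melanotan II; Dosing: one concentration, 6.5 µM nominal; Schedule: 30-min compound, 1-h challenge, 1-h detection, room temperature.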
HTR2A ag = activates the mouse 5-HT2A serotonin receptor | P35363 | CHO-K1 mHTR2A beta-arrestin complementation, luminescence; percent of 30 µM serotonin response | activation, % at 7.6 µM | actives 0.66% (n = 360,000);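 active = activation above a run cutoff, the mean activation of all tested compounds plus 3 SD, cut at about 14% in these data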;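 note: 0% = plate median of compound wells and 100% = 30 µM serotonin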
Target sequence (P35363 whole entry, looked up): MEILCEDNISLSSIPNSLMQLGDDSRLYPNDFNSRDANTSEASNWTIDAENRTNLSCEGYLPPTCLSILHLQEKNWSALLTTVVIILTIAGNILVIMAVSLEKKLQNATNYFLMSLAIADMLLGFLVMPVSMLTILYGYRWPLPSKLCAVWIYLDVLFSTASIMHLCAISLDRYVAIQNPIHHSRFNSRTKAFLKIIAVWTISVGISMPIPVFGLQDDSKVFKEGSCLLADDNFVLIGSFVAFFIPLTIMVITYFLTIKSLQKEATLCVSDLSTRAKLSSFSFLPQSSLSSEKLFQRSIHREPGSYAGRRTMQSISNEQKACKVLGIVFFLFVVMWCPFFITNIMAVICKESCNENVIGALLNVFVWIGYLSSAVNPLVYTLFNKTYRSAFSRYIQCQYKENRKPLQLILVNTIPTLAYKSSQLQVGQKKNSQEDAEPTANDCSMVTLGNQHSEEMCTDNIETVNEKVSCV
Glyco luc inh = N-linked glycosylation inhibition; reporter increase, % at 12.5 µM; actives 0.23% (n = 360,000); D54 ERlucT glycosylation luciferase reporter, 24 h; percent of 100 nM tunicamycin response;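 active = mean luciferase reporter signal, scaled so untreated is 0 and the glycosylation-blocking control 100, at or above a set limit in every replicate; inconclusive = mean reaches the limit but not every replicate does; inactive = mean below the limit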;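 note: luciferase carries N-glycosylation sites so blocking glycosylation raises the light; 0% = median of neutral control wells and 100% = median of 100 nM tunicamycin wells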
* = called active by the depositor; ? = inconclusive; . = not tested or not shown. Some of the compounds tested; the hit share may differ from the screen's.

The opening 6 records, ahead of the listing:
SMILES | ABCB6 inh 2 | H9c2 protect | hiPSC survival | Exocytosis inh | aDG glyco act | MC4R ag barr | ABHD5-PLIN5 inh | MC4R antag cAMP | HTR2A ag | Glyco luc inh
COC(=O)Nc1ccc(N=C(N)N[N+](=O)[O-])cc1 | 107 | 0 | -2.6 | -5 | 0.2 | -2.7 | 5 | 15 | -1 | 1
O=C(Cc1ccccc1)N1CCN(Cc2cccnc2)CC1 | 91 | 5 | 3.8 | -3 | 0.2 | -3.1 | -2 | 1 | -4 | 3
CN(C)C(=O)Oc1ccc(OCc2nc3ccccc3[nH]2)cc1 | 99 | -24 | -3.4 | -5 | 0.6 | -2.6 | -7 | 1 | -1 | -17
O=C1NC(=O)C(CCc2ccncc2)(Cc2ccc([N+](=O)[O-])cc2)C(=O)N1 | 98 | 6 | -1.0 | -3 | 0.3 | -1.5 | -4 | 15 | 5 | 4
CCN1CC2C3CCC(C)(O3)C2C1 (configuration not stated) | 103 | -4 | 0.4 | 4 | 0.0 | -3.1 | 4 | -2 | 4 | 1
CCOC(=O)c1nc2ccccc2c(=O)n1-c1cccc(C)c1 | 101 | 5 | 3.8 | 1 | 0.2 | -1.3 | -4 | -2 | -6 | 1

Results, previewed entries included:
SMILES | ABCB6 inh 2 | H9c2 protect | hiPSC survival | Exocytosis inh | aDG glyco act | MC4R ag barr | ABHD5-PLIN5 inh | MC4R antag cAMP | HTR2A ag | Glyco luc inh
COC(=O)Nc1ccc(N=C(N)N[N+](=O)[O-])cc1 | 107 | 0 | -2.6 | -5 | 0.2 | -2.7 | 5 | 15 | -1 | 1
O=C(Cc1ccccc1)N1CCN(Cc2cccnc2)CC1 | 91 | 5 | 3.8 | -3 | 0.2 | -3.1 | -2 | 1 | -4 | 3
CN(C)C(=O)Oc1ccc(OCc2nc3ccccc3[nH]2)cc1 | 99 | -24 | -3.4 | -5 | 0.6 | -2.6 | -7 | 1 | -1 | -17
O=C1NC(=O)C(CCc2ccncc2)(Cc2ccc([N+](=O)[O-])cc2)C(=O)N1 | 98 | 6 | -1.0 | -3 | 0.3 | -1.5 | -4 | 15 | 5 | 4
CCN1CC2C3CCC(C)(O3)C2C1 (configuration not stated) | 103 | -4 | 0.4 | 4 | 0.0 | -3.1 | 4 | -2 | 4 | 1
CCOC(=O)c1nc2ccccc2c(=O)n1-c1cccc(C)c1 | 101 | 5 | 3.8 | 1 | 0.2 | -1.3 | -4 | -2 | -6 | 1
Clc1ccc(CCNCc2ccncc2)c(Cl)c1 | 100 | -2 | -0.3 | -1 | 0.1 | -0.1 | 5 | -2 | 2 | 0
CC(C)CC12CN3CCN(CC(C3)/C1=N/O)C2 | 100 | -4 | 0.4 | 11 | -0.2 | -1.9 | -3 | 0 | 2 | 0
Cc1ccccc1NC(=O)COC(=O)c1cc(C)n(C2CC2)c1C | 97 | -3 | -0.5 | 0 | -0.1 | -2.4 | -1 | 4 | 0 | 1
O=C(Cn1ncc2ccsc2c1=O)N1CCC2(CC1)OCCO2 | 92 | 0 | 2.0 | -6 | 0.8 | -0.6 | 9 | -7 | -2 | 0
O=C(CCN1C(=O)COc2ccccc21)N1CCC2(CC1)OCCO2 | 100 | 3 | 1.1 | 0 | 0.1 | -1.8 | -3 | 7 | 6 | 2
N#Cc1ccc(NC(=O)CN2C(=O)NC3(CCCC3)C2=O)cc1Cl | 95 | 5 | -0.6 | 4 | 0.0 | -0.4 | 6 | 12 | -3 | 0
FC(F)(F)c1cccc(NC2=NCCS2)c1 | 87 | -7 | 1.0 | -4 | 0.2 | 0.9 | -2 | -2 | -5 | 0
O=C(Nc1ccc2ccccc2c1)c1nn(C23CC4CC(CC(C4)C2)C3)cc1Br | 95 | -11 | -0.3 | -2 | -0.2 | -0.5 | -9 | 0 | -1 | -10
Cn1c(=O)cc(SCC(=O)N2CCC3(CC2)OCCO3)c2ccccc21 | 94 | 6 | -4.4 | -3 | -0.3 | -2.5 | -2 | -4 | 7 | 8
COC(COC(N)=O)C1=C(N2CC2)C(=O)C(C)=C(N2CC2)C1=O (configuration not stated) | 101 | -8 | -2.8 | 1 | -0.3 | -3.5 | -22 | -15 | -1 | -13
O=C1NC(=O)C2(Cc3ccccc3N3CCCC32)C(=O)N1 (configuration not stated) | 99 | 6 | -1.2 | 2 | -0.1 | 0.8 | -14 | -5 | 1 | 0
C/C(=N\Nc1cccc2ccccc12)c1c(O)n(Cc2ccccc2)c(=O)[nH]c1=O | 101 | -7 | 1.4 | 11 | -0.2 | 0.0 | 0 | 29* | -3 | -1
COc1cccc(NC(=O)CN2CC(c3ccccc3)CC2=O)c1 (configuration not stated) | 100 | 3 | 2.4 | 3 | -0.1 | -0.5 | 2 | 7 | -4 | 1
O=C(COc1ccccc1)N1CCN(CC2CC=CCC2)CC1 (configuration not stated) | 97 | -1 | 0.5 | ? | 1.3 | 0.6 | 10 | 3 | 0 | -1
CN1CC(C(=O)c2cccs2)C(c2ccc(Cl)cc2)C1 (configuration not stated) | 93 | 1 | -0.5 | -4 | 0.0 | -1.4 | 15 | 0 | -10 | -4
C#CCN1C(=O)C2(C(C#N)=C(N)OC(C)=C2C(=O)OCc2ccccc2)c2ccccc21 (configuration not stated) | 103 | 1 | -0.6 | -1 | 0.5 | -1.1 | -1 | 2 | -2 | 7
Cc1ccc(/C=C2/Sc3ccc(C(=O)N4CCC5(CC4)OCCO5)cc3NC2=O)cc1 | 101 | -4 | -0.3 | 0 | 0.2 | -1.2 | 2 | 14 | 8 | 0
COc1ccc(-n2c(CNCCc3ccc(C)cc3)nc3ccccc3c2=O)cc1 | 103 | 2 | -0.3 | 20 | 0.2 | -1.3 | -2 | 9 | -9 | 1
O=C1NC(=O)C2(Cc3ccccc3N3CCCC32)C(=O)N1c1cccc(Cl)c1 (configuration not stated) | 93 | 25 | 5.8 | -2 | -0.1 | -0.5 | 1 | 0 | 1 | -1

Entries of single compounds, quoted from the list:
Record of `COC(=O)Nc1ccc(N=C(N)N[N+](=O)[O-])cc1` = ABCB6 inh 2: 107; H9c2 protect: 0; hiPSC survival: -2.6; Exocytosis inh: -5; aDG glyco act: 0.2; MC4R ag barr: -2.7; ABHD5-PLIN5 inh: 5; MC4R antag cAMP: 15; HTR2A ag: -1; Glyco luc inh: 1
Record of `CCN1CC2C3CCC(C)(O3)C2C1` (configuration not stated) = ABCB6 inh 2: 103; H9c2 protect: -4; hiPSC survival: 0.4; Exocytosis inh: 4; aDG glyco act: 0.0; MC4R ag barr: -3.1; ABHD5-PLIN5 inh: 4; MC4R antag cAMP: -2; HTR2A ag: 4; Glyco luc inh: 1

(more compounds)
SMILES | ABCB6 inh 2 | H9c2 protect | hiPSC survival | Exocytosis inh | aDG glyco act | MC4R ag barr | ABHD5-PLIN5 inh | MC4R antag cAMP | HTR2A ag | Glyco luc inh
CSc1ncc(/C=C2/C(=O)NC(=O)N(c3ccc(C(C)C)cc3)C2=O)cn1 | 103 | -1 | 0.5 | -3 | 0.0 | 0.2 | 11 | 0 | 2 | -1
Cc1nc2ccccc2c(=O)n1-c1cc([N+](=O)[O-])cc([N+](=O)[O-])c1 | 100 | -4 | -0.7 | 18 | 0.0 | -0.7 | -3 | 1 | 3 | 1
CC(Cc1ccccc1Sc1ccccc1O)N(C)C (configuration not stated) | 100 | 6 | -2.7 | 2 | -0.4 | 2.6 | 11 | -3 | -6 | -1
CCC(C)n1c(O)c(/C=N/NC(=O)c2ccncc2)c(=O)[nH]c1=S (configuration not stated) | 100 | -3 | -0.1 | -1 | -0.1 | -0.2 | -7 | 2 | -4 | 0
O=S(=O)(c1ccc(Cl)cc1)N1CN2CCN(C2)C1 | 96 | -3 | -1.4 | -3 | 0.1 | 2.2 | -3 | 15 | -3 | -1
Fc1ccccc1CCNCc1cccc(Cl)c1Cl | 100 | -3 | -0.8 | -4 | 0.0 | 1.8 | 1 | 22 | 1 | -3
Oc1ccc(Br)cc1CN1CCN(c2ccccc2)CC1 | 93 | -5 | -1.6 | 0 | -0.2 | -1.3 | -12 | -2 | -4 | -8
CC(=O)NC1CC2CCC(C1)N2 (configuration not stated) | 98 | 2 | 1.2 | -1 | 0.0 | -0.4 | -2 | -3 | 1 | 2
COc1ccc(C(=O)C2CCCN(Cc3ccon3)C2)cc1OC (configuration not stated) | 105 | 2 | -2.1 | -3 | 0.0 | -0.9 | -3 | -1 | 1 | -5
CC1=CC(O)C(O)C2(C)C1CC1OC(=O)CC3C(C)C(O)C(=O)C2C13CO (configuration not stated) | 103 | 4 | 2.9 | 42 | -0.1 | -1.1 | 2 | 4 | -2 | -18
Cc1ccc(OP(=O)(O)Oc2ccc(C)cc2)cc1 | 85 | 0 | 7.5 | 0 | -0.2 | -1.5 | -4 | 3 | -1 | 2
C#CCOC(=O)C1=CCCN(C)C1 | 110 | -6 | 1.7 | 2 | 0.3 | -0.1 | -14 | 3 | -4 | 1
OC1(c2cccnc2)CC2CCC(C1)N2Cc1nnnn1Cc1ccccc1 (configuration not stated) | 109 | -4 | -1.7 | 0 | 0.1 | 1.2 | -3 | -7 | 3 | -1
CN(C)c1ccc(C2C3C=CC(C3)C2(C#N)C(=O)O)c(Br)c1 (configuration not stated) | 97 | 2 | -0.3 | 5 | 0.0 | -1.3 | 4 | 0 | 8 | 1
COc1ccc(-n2c(-c3ccc(C)cc3)nc3ccccc3c2=O)cc1 | 98 | 6 | 0.7 | 3 | 1.5 | -0.1 | -2 | -10 | 0 | -2
O=c1[nH]c(=S)n(CCC2=CCCCC2)c(O)c1/C=N/Nc1ccccc1 | 107 | 17 | 0.0 | -1 | -0.1 | 3.3 | 9 | 1 | 3 | -1
O=[N+]([O-])c1ccc(NC2CCN(Cc3ccccc3)CC2)c2ccncc12 | 103 | -5 | -0.1 | 7 | -0.2 | 2.6 | -5 | 1 | -4 | -1
C[C@@H]1CN([C@@H](C)CO)C(=O)CCCn2nncc2CO[C@@H]1CN(C)C(=O)Oc1ccc2ccccc2c1 | 104 | -6 | 1.6 | -2 | 0.1 | -0.3 | -8 | 9 | -1 | 2
Cc1ccc(S(=O)(=O)N2Cc3cc(-c4cccc(F)c4)ccc3-n3nncc3C2)cc1 | 96 | -1 | -0.8 | -3 | 0.3 | . | -1 | . | 0 | 7
CN(C)C(=O)Oc1ccc2c(c1)O/C(=C\c1cccc(Cl)c1)C2=O | 92 | -2 | -0.2 | -7 | 0.3 | -0.3 | 3 | 2 | -6 | 0
CC(C)(C)C(=O)O[C@H]1CC[C@@]2(C)C(=CC(=O)C3C2CC[C@]2(C)C(=O)[C@@H](F)CC32)C1 (some centres not stated) | 99 | -14 | -0.7 | 4 | 1.0 | 5.7 | 1 | 1 | 1 | -2
